Assay outcomes (PubChem BioAssay)
P. falciparum M1AAP – P. falciparum M1AAP inhibitors, biochemical, fluorogenic H-Leu-NHMec substrate, 1536-well (AID 1445); recombinant M1AAP, H-Leu-NHMec fluorogenic kinetic assay; higher % means a stronger effect; inhibition, % at 30 µM; hits with a dose series show IC50 in µM; 0.42% of 220,000 active;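 active means primary inhibition above the hit cutoff, then over 50% inhibition at one or more dose response concentrations, cut at about 23% in these data, passing the limit was not always enough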;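 further: plate controls were DMSO full reaction for no effect and no enzyme background for full effect; strong numbers were not always called active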
Hep lipid drop – hepatic lipid droplet formation modulation. inhibition, % at 6.5 µM. 0.4% of 240,000 active. AID 1656. AML12 mouse hepatocytes, oleate lipid droplets, BODIPY imaging;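 active means lipid droplet intensity inhibited by at least 50%, with more than 500 cells counted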
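Material: mouse AML12 hepatocyte cell line, fixed after treatment; Timing: compound with oleate, overnight; Technique: high-content imaging of BODIPY-stained droplets and DAPI nuclei; Probe or stimulus: oleate, 100 µM final; Dosing: compound at 6.5 µM only.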
TNAP activators – human TNAP enzyme activators, primary screen, biochemical, luminescent, no phosphate acceptor, uHTS (AID 1001). purified TNAP, luminescent activation assay, no phosphate acceptor; higher activation fold means a stronger effect. activation fold at 20 µM; hits with a dose series show EC50 in µM. 0.03% of 200,000 active; in the data active means activation fold from about 3, or a potency from the dose series; inactive means the rest, 99 in 100 with activation fold below about 1.6; further: many of its hits are not listed in these tables
K1F lysis inhibition – protection from phage-mediated lysis, alamar blue read-out – E. coli UTI89, K1F phage, bacterial capsule biogenesis inhibitors (AID 488966); 0.02% of 340,000 active; E. coli UTI89 K1F phage lysis, alamar blue, 2 h; higher % means a stronger effect; one-dose inhibition, % at 100 µM; IC50 in µM for titrated hits;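 active means phage lysis inhibition, versus mean bacterial control, above a set limit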;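 further: capsule biogenesis inhibitors block K1F phage lysis so surviving cells raise fluorescence; higher fluorescence means more inhibition of phage lysis; actives were called in the ten point dose series up to 300 µM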
Siah-1 displacement – Siah-1 peptide-binding antagonists, primary screen, biochemical, fluorescence polarization, rhodamine-plectin, uHTS (AID 1817); Siah-1 / rhodamine-plectin peptide fluorescence polarization; higher % means a stronger effect; displacement, % at 20 µM, or IC50 in µM where a hit was titrated; 0.02% of 290,000 active;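 active means displacement of at least 50% at 20 µM, with a fluorescence ratio check between 0.3 and a set limit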;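 further: plate controls were Siah plus tracer with DMSO for no effect and tracer alone without Siah for full effect; strong numbers were not always called active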
XIAP antagonists – small molecules displacing peptide from XIAP – biochemical, IAP family, fluorescence polarization (AID 1018); 0.007% of 200,000 active; displacement, % at 20 µM; hits with a dose series show IC50 in µM; XIAP BIR domain, fluorescence polarization peptide displacement; higher % means a stronger effect; in the data active means displacement above about 50%; further: a part of the inactive calls stands beside numbers as strong as those of hits
PMI inhibitors – inhibitors of human PMI, primary screen, biochemical, fluorescence intensity, coupled assay (AID 1209). 0.42% of 190,000 active. inhibition, % at 20 µM; hits with a dose series show IC50 in µM. purified PMI enzyme, coupled fluorescence intensity; higher % means a stronger effect;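 further: plate controls were DMSO vehicle for no effect and wells lacking substrate for full effect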
M17LAP inhibition – P. falciparum M17LAP inhibitors, primary screen, biochemical, fluorogenic H-Leu-NHMec substrate, 1536-well (AID 1619); recombinant M17LAP, H-Leu-NHMec fluorogenic kinetic assay; higher % means a stronger effect; inhibition, % at 30 µM; hits with a dose series show IC50 in µM; 0.38% of 220,000 active;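 active means compound inhibiting the enzyme by more than half at any dose during confirmatory dose-response retesting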;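 further: plate controls were full reaction with DMSO carrier for no effect and no enzyme background for full effect; strong numbers were not always called active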
PMI inhibition – human PMI inhibitors, high substrate, primary screen, biochemical, fluorescence intensity, high mannose 6-phosphate (AID 1220) | recombinant PMI enzyme, coupled fluorescence intensity; higher % means a stronger effect | one-dose inhibition, % at 20 µM; IC50 in µM for titrated hits | 0.66% of 190,000 active
Hep lipid drop cells 6.5 µM – also measured in Hep lipid drop; calls as there; cell count; measured here: cell count, cytotoxicity flag;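 cells counted across two imaged fields per well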
Active calls of the source: *; nt = no result given; [ ] = remark or other dose. Unless noted, no stated cut-off is given here; in the data, active means inhibition above about 50%; inactive means the rest.

SMILES	P. falciparum M1AAP	Hep lipid drop	Hep lipid drop cells 6.5 µM	TNAP activators	K1F lysis inhibition	Siah-1 displacement	XIAP antagonists	PMI inhibitors	M17LAP inhibition	PMI inhibition
CCN(CC)c1nc2ccccc2nc1C(C#N)C(=O)NCCCOC (stereo not given)	8.2%	7.0	764	0.9	0.1%	2.0%	-2.6%	-28.5%	-155.2%	-68.3%
O=C(/C=C/c1cccnc1)/C=C/c1cccnc1	6.0%	2.5	710	nt	0.4%	106.3%	nt	nt	24.1%	nt
Cc1cccc(NC(=S)N(CCN(C)C)Cc2cc3cccc(C)c3[nH]c2=O)c1	5.8%	0.5	693	1.1	2.0%	-3.9%	-7.7%	5.4%	-0.4%	-4.6%
Cc1ccc(-n2nc(C)c3c2NC2=C(C(=O)CC(C)(C)C2)C3c2ccccc2OCC(=O)O)cc1 (stereo not given)	13.5%	-3.3	678	1.1	-0.4%	2.5%	-18.5%	-14.7%	37.7%	-0.7%
COC(=O)C1CCN(C2=C(NS(=O)(=O)c3ccc(Cl)cc3)C(=O)c3ccccc3C2=O)CC1	1.9%	4.2	693	nt	0.6%[50 µM]	-2.0%	nt	nt	-8.7%	nt
Cc1ccc(C(C)C)c(OCC(=O)N2CCOCC2)c1	3.1%	1.6	734	1.1	1.8%	-1.6%	1.5%	7.3%	-3.9%	4.1%
O=C(CSc1nc2ccccc2n1CC(=O)N1CCCC1)Nc1ccc2c(c1)OCO2	14.9%	2.8	791	1.1	0.7%	2.7%	-1.5%	5.6%	1.3%	2.0%
COc1ccc(N(C(C)C(=O)N/N=C(\C)C(C)(C)C)S(C)(=O)=O)cc1 (stereo not given)	0.3%	2.2	693	1.1	0.1%	7.6%	-4.9%	-5.4%	0.2%	-9.6%
COc1cc([N+](=O)[O-])ccc1N/C=C/C(=O)c1cccs1	9.3%	nt	nt	1	0.4%	4.7%	-1.2%	8.7%	4.2%	2.2%
Cc1c(C(=O)O)sc(=S)n1CCOc1ccccc1	-2.1%	nt	nt	1.1	0.7%[50 µM]	3.7%	-5.1%	-2.7%	9.5%	-7.3%

3 entries already listed, ordered by the number in PMI inhibition, ascending.
canonical_smiles	P. falciparum M1AAP	TNAP activators	Siah-1 displacement	XIAP antagonists	PMI inhibitors	M17LAP inhibition	PMI inhibition
Cc1cccc(NC(=S)N(CCN(C)C)Cc2cc3cccc(C)c3[nH]c2=O)c1	5.8%	1.1	-3.9%	-7.7%	5.4%	-0.4%	-4.6%
Cc1ccc(-n2nc(C)c3c2NC2=C(C(=O)CC(C)(C)C2)C3c2ccccc2OCC(=O)O)cc1 (stereo not given)	13.5%	1.1	2.5%	-18.5%	-14.7%	37.7%	-0.7%
Cc1ccc(C(C)C)c(OCC(=O)N2CCOCC2)c1	3.1%	1.1	-1.6%	1.5%	7.3%	-3.9%	4.1%

(list continues)
SMILES	P. falciparum M1AAP	Hep lipid drop	Hep lipid drop cells 6.5 µM	TNAP activators	K1F lysis inhibition	Siah-1 displacement	XIAP antagonists	PMI inhibitors	M17LAP inhibition	PMI inhibition
Cc1noc(C)c1-c1nnc(-c2ccc(C(F)(F)F)cc2)o1	-0.4%	-6.9	656	nt	0.5%	-3.3%	nt	nt	4.8%	nt
CCCCCCc1c(C)nc(-n2[nH]c(C)c(CCO)c2=O)[nH]c1=O	-2.1%	-19.5	550	2.6	-0.6%	-4.6%	-5.9%	13.6%	1.7%	19.9%
CCOC(=O)c1sc(N2N=C(C)/C(=C\c3ccc(OCC(=O)OC)cc3)C2=O)nc1C	1.8%	7.6	646	1.1	1.3%[50 µM]	-1.6%	-5.5%	-24.1%	19.8%	-19.4%
O=C(CSc1nnc(Cn2c(=O)sc3ccccc32)n1-c1ccccc1)N1CCCCCC1	1.9%	-14.6	761	1.1	0.9%	21.7%	0.0%	2.6%	-8.3%	5.0%
COc1ccc(C2CC(c3cccs3)=NN2C(=S)Nc2ccccc2)cc1OC (stereo not given)	5.1%	28.3	672	1	0.8%[50 µM]	2.4%	-5.1%	13.7%	3.7%	6.3%
CC1(C)CC(=O)C2=C(C1)NC(=O)CC2c1cccc(F)c1 (stereo not given)	3.9%	nt	nt	1	0.3%	-1.1%	-1.2%	-7.6%	6.2%	-4.8%
O=C(Nc1cccnc1)c1cc(-c2ccc(Cl)cc2)on1	2.5%	-14.8	715	1.2	-0.1%	7.2%	-0.3%	-5.6%	2.8%	-1.0%
COc1ccc(S(=O)(=O)N2CCOC2CNC(=O)C(=O)NCc2cccnc2)cc1C (stereo not given)	0.2%	-8.2	660	nt	1.6%[50 µM]	7.7%	nt	nt	10.8%	nt
CC(C)(C)S(=O)(=O)c1cnc2c(S(=O)(=O)c3ccccc3)cnn2c1N	3.3%	5.5	707	1.1	0.4%	10.9%	-6.1%	-18.6%	7.7%	29.8%
Cc1cc(=O)n2nc(N3CCCC(C(=O)N4CCN(C)CC4)C3)sc2n1 (stereo not given)	7.1%	2.4	765	1.1	3.5%	-1.2%	-9.2%	-2.4%	-5.9%	-6.2%
COc1ccc(C2CC(=O)C(C=NCCN3CCN(C(=S)Nc4ccccc4)CC3)=C(O)C2)cc1 (stereo not given)	9.9%	5.8	742	nt	0.3%	-6.3%	nt	nt	10.2%	nt
CC1=CC(C)(C)C(C(=O)O)C(C(=O)O)C1 (stereo not given)	2.5%	nt	nt	1.1	0.4%	0.4%	-1.8%	4.1%	-2.3%	-0.3%
COC(=O)c1ccccc1NC(=O)c1ccc(COc2ccc(C)c(C)c2)o1	1.0%	nt	nt	1	0.9%	5.7%	-1.0%	9.0%	-0.6%	11.8%
CCOc1cccc(CN2CCN(Cc3ccc(C)o3)C(CCO)C2)c1O (stereo not given)	5.0%	-6.8	751	1.1	1.3%	-1.5%	-6.9%	5.5%	11.5%	17.0%
O=C(COC(=O)c1ccc(Br)o1)Nc1nc2c(F)c(F)c(F)cc2s1	-0.1%	-4.7	695	nt	0.6%	20.5%	nt	nt	8.2%	nt
CC1(C)CC(=O)C=C(NCc2cccc(C(F)(F)F)c2)C1	-0.2%	2.3	739	nt	1.8%	1.8%	nt	nt	9.4%	nt
Cc1nnnn1CC(=O)Nc1cccc([N+](=O)[O-])c1	-1.1%	16.4	673	1	0.4%	2.0%	-4.8%	1.4%	-1.7%	-3.6%
Cc1ccc(OCCSc2nnc(-c3ccncc3)n2C)cc1	-5.8%	nt	nt	1.1	0.6%	5.0%	1.1%	-3.1%	9.9%	-2.2%
Cn1c(=O)[nH]c(=O)c2cc(C(=O)c3cc(F)ccc3O)cnc21	3.4%	0.3	677	1.1	0.4%	-0.1%	-4.8%	7.9%	-11.3%	16.6%
CC(=O)N1CCOCCOCCN(C(C)=O)CCOCCOCC1	0.7%	19.4	733	1.1	1.4%	-5.3%	18.5%	1.1%	-0.4%	-0.5%
COc1cccc(Nc2nc3ccccc3n3nnnc23)c1	1.8%	3.9	831	1.1	0.3%	1.0%	-6.9%	9.6%	1.7%	4.7%
CC1=NN(c2ccc(C)cc2)C(=O)/C1=C\c1ccc(Br)s1	4.2%	-6.2	556	0.9	2.5%	-2.8%	-6.0%	9.3%	10.1%	27.2%
O=C(N/N=C/C1C(c2ccccc2)C1(Cl)Cl)c1cccc(Cl)c1 (stereo not given)	14.8%	-25.3	576	1	-1.5%	-4.3%	-21.3%	4.5%	43.8%	-4.8%
O=C(Nc1nnc(CSCc2ccc(F)cc2)s1)c1ccc([N+](=O)[O-])cc1	9.4%	0.9	609	1	1.7%[50 µM]	8.6%	0.3%	37.4%	-8.1%	5.1%
CCC(C)C(=O)Nc1cccc(SC)c1 (stereo not given)	6.5%	0.8	712	1.1	nt	8.1%	-4.4%	-13.8%	1.9%	-1.8%
CN(C)c1ncc(C(=O)O)cn1	-0.2%	nt	nt	1.1	-0.4%	-2.6%	-6.3%	3.1%	-10.8%	5.9%
O=C(CC1C(=O)NCCN1CC1CCCCC1)NCc1ccc(F)cc1 (stereo not given)	nt	7.4	707	1.1	0.2%	-0.9%	-2.8%	10.6%	nt	23.2%
COc1cc2ncc(C(=O)c3ccccc3)c(N3CCN(Cc4ccccc4)CC3)c2cc1OC	3.1%	26.6	621	nt	-0.1%	-3.2%	nt	nt	0.7%	nt
OC(C#CCN1CCCC1)(c1ccccc1)c1cccnc1 (stereo not given)	7.5%	-15.0	707	nt	nt	-5.6%	nt	nt	3.6%	nt
CC(/C=C/C=C/c1ccccc1)=N/NC(=O)C(O)c1ccccc1 (stereo not given)	4.6%	13.3	703	nt	0.1%	12.1%	nt	nt	7.4%	nt
CCc1sc(NC(=O)CN2CCOCC2)nc1-c1ccccc1	-1.0%	11.3	786	1	4.6%	-2.0%	-7.1%	8.0%	7.1%	2.5%
CC(=O)N[C@@H](C)C(=O)N1CCN(S(=O)(=O)c2ccc(Cl)cc2)CC1	-0.4%	-5.8	716	1.1	-0.5%	5.8%	-6.0%	-7.6%	1.5%	-4.3%
CCn1c(SCC(=O)Nc2ccc(N3CCOCC3)c(Cl)c2)nnc1-c1ccc(N)cc1	0.5%	-0.6	795	1	-0.2%	-2.1%	-2.5%	3.2%	11.7%	0.6%
CCCC(=O)c1ccc(N2CCOCC2)c(F)c1	1.2%	nt	nt	1.1	1.8%	1.8%	-0.5%	-9.3%	-3.0%	-0.8%
Cc1ccc(CC2CC(=O)N(CC(=O)O)C2=O)cc1 (stereo not given)	-4.3%	3.0	690	1.1	0.1%	5.9%	-1.3%	-22.6%	-1.1%	-22.5%
Cc1nn(-c2ccccc2)c(Cl)c1C(=O)N(C)c1nc(-c2ccc(F)cc2)cs1	-3.6%	-23.0	585	1	nt	-3.1%	-2.2%	13.7%	-11.2%	7.2%
O=C(NCCNC(=O)c1ccc([N+](=O)[O-])cc1)c1ccncc1	2.7%	-28.4	737	1.1	0.2%	2.4%	-6.0%	6.2%	-7.9%	3.8%
O=C(NC1CC2CCCC(C1)N2C(=S)NCCc1ccccc1)C1CC1 (stereo not given)	14.6%	13.2	772	1.1	-0.3%	-6.0%	4.8%	5.6%	-3.8%	6.4%
CCOC(=O)c1cccc(NC(=O)CCc2ccccc2)c1	2.4%	-8.4	688	1.1	0.1%	18.2%	-1.4%	0.1%	-0.6%	-0.6%
Nn1c(SCC(=O)NCc2ccc3c(c2)OCO3)nnc1C1CC1	6.0%	5.4	703	1.1	0.7%	2.7%	-16.0%	2.1%	15.1%	-0.9%
CC(O)(CS(=O)(=O)Cc1ccc(Cl)cc1)C(=O)Nc1cccc(C(F)(F)F)c1 (stereo not given)	-2.8%	nt	nt	1	3.9%	5.9%	1.9%	4.1%	11.4%	3.0%
